# From PubChem
# Apaf-1 inh – inhibitors of human Apaf-1 apoptosome; O14727; reconstituted apoptosome caspase-3 activity, DEVD-Rh110 fluorescence; inhibition, % at 20 µM; hit rate 0.71% among 330,000; AID 489030; active = inhibition of at least 40% at 20 µM;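 note: plate controls were DMSO wells for no effect and DEVD-CHO caspase inhibitor wells for full effect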
# Target sequence (O14727 whole entry, looked up): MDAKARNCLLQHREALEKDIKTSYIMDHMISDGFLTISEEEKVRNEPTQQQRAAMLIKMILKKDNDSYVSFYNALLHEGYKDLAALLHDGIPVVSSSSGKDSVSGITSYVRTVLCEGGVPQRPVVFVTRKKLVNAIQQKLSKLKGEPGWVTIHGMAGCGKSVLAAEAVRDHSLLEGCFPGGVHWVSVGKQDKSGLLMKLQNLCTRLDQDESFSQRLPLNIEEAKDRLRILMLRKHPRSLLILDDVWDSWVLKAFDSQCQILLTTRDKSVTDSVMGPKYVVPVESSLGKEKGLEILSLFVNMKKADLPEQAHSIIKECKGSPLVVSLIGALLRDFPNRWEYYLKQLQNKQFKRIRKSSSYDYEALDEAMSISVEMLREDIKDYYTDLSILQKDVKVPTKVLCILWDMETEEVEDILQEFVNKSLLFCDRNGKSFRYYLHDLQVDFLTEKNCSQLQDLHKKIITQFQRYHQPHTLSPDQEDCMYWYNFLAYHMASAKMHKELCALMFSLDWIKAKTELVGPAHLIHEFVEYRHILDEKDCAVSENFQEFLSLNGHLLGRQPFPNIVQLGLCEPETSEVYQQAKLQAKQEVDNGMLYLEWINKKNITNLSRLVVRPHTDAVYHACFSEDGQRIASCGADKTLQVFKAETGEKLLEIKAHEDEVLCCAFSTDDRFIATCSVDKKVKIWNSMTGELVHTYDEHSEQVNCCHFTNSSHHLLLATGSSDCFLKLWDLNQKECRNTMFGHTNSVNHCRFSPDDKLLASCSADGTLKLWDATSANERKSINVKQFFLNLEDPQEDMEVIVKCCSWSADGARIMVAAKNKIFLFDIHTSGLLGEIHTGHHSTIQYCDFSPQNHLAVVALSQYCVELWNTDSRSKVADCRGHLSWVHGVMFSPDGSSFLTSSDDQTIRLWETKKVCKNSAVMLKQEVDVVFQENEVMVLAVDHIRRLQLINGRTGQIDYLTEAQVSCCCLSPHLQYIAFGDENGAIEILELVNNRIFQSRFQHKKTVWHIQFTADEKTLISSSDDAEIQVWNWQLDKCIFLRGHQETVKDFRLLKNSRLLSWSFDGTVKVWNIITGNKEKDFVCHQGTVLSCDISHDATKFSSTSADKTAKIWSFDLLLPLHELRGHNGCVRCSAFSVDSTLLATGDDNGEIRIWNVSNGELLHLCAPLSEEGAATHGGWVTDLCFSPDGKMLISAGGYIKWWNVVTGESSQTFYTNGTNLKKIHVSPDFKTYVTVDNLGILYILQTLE
#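 System: reconstituted apoptosome with Apaf-1, cytochrome c, caspase-9, procaspase-3, dATP; Signal: Rh110 fluorescence intensity; Schedule: 30 min compound preincubation, 50 min activation, room temperature; Reagent: cytochrome c trigger plus (Z-DEVD)2-Rh110 caspase-3 substrate.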
# HKDC1 inh – inhibitors of human hexokinase HKDC1 | Q2TB90 | recombinant HKDC1, G6PDH/diaphorase resazurin coupled fluorescence | inhibition, % at 20 µM | hit rate 0.16% among 340,000 | AID 493160;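 active = inhibition above about 35% when tested at 20 µM, limit read from the data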;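 note: plate controls were DMSO wells with enzyme for no effect and DMSO wells lacking enzyme for full effect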
#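 Material – in-house recombinant HK5 (HKDC1) enzyme · Quantity – HKDC1 at 5 µg/mL · Buffer or medium – pH 8.0 Tris buffer with 10 mM MgCl2 · Reagent – glucose with 1 mM ATP · Dosing – single 20 µM dose · Times – reaction time 90 min, room temperature, protected from light · Technique – resorufin fluorescence at 613 nm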
# 697 NFkB inh – lowers PMA/ionomycin-induced NF-kB signal in 697 B cells; 697 B-cell NF-kB luciferase reporter, 16 h; inhibition, % at 4 µM; hit rate 0.33% among 330,000; AID 435022; in the data active = inhibition above about 35%
# Jurkat NFkB inh – inhibitors of the PMA/ionomycin-induced NF-kB reporter in Jurkat cells. hit rate 0.53% among 330,000. PMA/ionomycin-induced NF-kB luciferase reporter, luminescence. inhibition, % at 4 µM
# SENP8 inh – inhibitors of human SENP8 protease. purified SENP8, Z-RLRGG-aminoluciferin cleavage, luminescence. inhibition, % at 10 µM. hit rate 1.2% among 330,000
# Gli-Sufu antag – antagonists of Gli-Sufu signaling; AID 588413; Sufu-KO-LIGHT fibroblasts, Gli luciferase reporter luminescence; hit rate 0.74% among 340,000; inhibition, % at 5 µM;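 active = inhibition above about 55%, limit read from the data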;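 note: 0% = DMSO-treated cells and 100% = wells with medium but no cells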
# UBC13 inh – blocks human UBC13 polyubiquitin chain formation; inhibition, % at 20 µM; P61088; AID 485273; TR-FRET; hit rate 0.47% among 330,000; in the data active = inhibition above about 45%, passing the limit was not always enough
# SENP7 inh – SENP7 protease inhibition | Q9BQF6 | inhibition, % at 5 µM | hit rate 1.5% among 330,000 | AID 434973 | recombinant SENP7, Z-RLRGG-aminoluciferin luminescence, 40 min;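 active = inhibition above about 50% at the single test dose, limit read from the data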;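 note: plate controls were DMSO with enzyme for no effect and no enzyme buffer wells for full effect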
# An asterisk follows results filed as active. Cut-off read from the data, not from the text of the source, unless noted: active = inhibition above about 50%; inactive = the rest. Random draw from the library; 3.6% or so of the library scored in one or more.
Compound	SENP8 inh	Apaf-1 inh	UBC13 inh	HKDC1 inh	SENP7 inh	Gli-Sufu antag	Jurkat NFkB inh	697 NFkB inh
Cc1ccc(C(=O)Nc2nc3ccccc3[nH]2)cc1	93*	12	7	-1	97*	3	-16	-117
Cc1ccc(N(C(=O)c2csnn2)C(C(=O)NC(C)(C)C)c2cccs2)cc1 (stereo not given)	-9	-2	6	-1	4	1	-16	14
COc1ccc(CNC(=O)C(NS(=O)(=O)c2ccc3c(c2)CCCN3C(C)=O)C(C)C)cc1 (stereo not given)	-13	12	-8	0	-9	22	-8	-1
C=CCn1c(=N)c(C#N)cc2c(=O)n3ccccc3nc21	5	-3	7	-11	0	-11	11	25
CC(C)CNC(=O)C1CC(=O)OC12CCCCC2 (stereo not given)	-6	2	-2	-7	-9	6	2	-14
CCOc1ccccc1NC(=O)CCCNC(=O)Cn1cnc2sc(C)c(C)c2c1=O	4	4	7	-4	0	-1	3	3
CC(C)CN(C(=O)c1cc([N+](=O)[O-])cc([N+](=O)[O-])c1)C1CCS(=O)(=O)C1 (stereo not given)	-1	4	-5	-3	1	-4	28	14
COc1ccc(S(=O)(=O)N2CCOCC2)cc1NC(=O)Cc1cccs1	-10	8	-11	-7	-5	0	-1	-20
CCc1cc(=O)oc2c3c(cc(OCC(=O)NCCCn4ccnc4)c12)OC(C)(C)CC3	2	-8	17	1	-2	-3	-14	4
COc1ccc(OC)c(N(CC(=O)NCCc2ccc(OC)c(OC)c2)S(=O)(=O)c2ccccc2)c1	5	11	2	-2	1	-12	-6	4
O=CN1CCN(C(=O)c2cccc([N+](=O)[O-])c2)CC1	-5	-3	9	-5	-3	0	13	23
COc1ccc(-c2nc3c(s2)CCc2onc(-c4ccc(Br)cc4)c2-3)cc1	-19	7	-2	-4	-8	-2	4	20
CCCCCCCc1nc2sc3c(c2c(=O)n1N)CC(C)(C)OC3	-5	-12	-6	21	6	2	7	-9
O=S(=O)(c1ccccc1)[C@@]1(c2ccccc2)C[C@@H]2ON=C(c3cccc(Br)c3)[C@@H]2C1	-3	0	-3	0	1	2	6	-16
O=S(=O)(NCc1csc(-c2cccs2)n1)c1cccc(C(F)(F)F)c1	2	5	-6	6	7	9	5	3
NC(=O)N/N=C/c1c(F)cccc1F	-5	1	-1	3	8	-8	7	3
Cc1cc(C)c(S(=O)(=O)Nc2ccnc(-c3cccnc3)n2)c(C)c1	1	-4	0	-5	-5	3	-4	21
CCOC(=O)N1CCN(c2nc(C)c3c(n2)CCCC3=O)CC1	-16	8	-7	-4	-12	-21	-12	-6
CCCC1(c2ccccc2)NC(=O)N(CCN2C(=O)c3ccccc3C2=O)C1=O (stereo not given)	5	-2	6	-5	4	31	21	23
O=C1C(Cc2cccc([N+](=O)[O-])c2)S/C(=N/N=C/c2ccco2)N1c1ccccc1 (stereo not given)	-3	16	-1	5	5	-1	12	19
CCc1ccc(CN2CCN(C(=O)c3ccco3)CC2)cc1	-4	3	9	11	7	3	-7	-8
Cc1ccccc1C(=O)Nc1cc(C(F)(F)F)ccc1-n1cncn1	6	4	4	6	3	0	-4	12
O=[N+]([O-])c1cc(S(=O)(=O)Nc2ccccc2)ccc1N1CCN(c2ccccc2)CC1	-11	3	-6	2	-4	7	13	-11
C=CCOC(=O)C1=C(C)NC(C)=C(C(=O)OCC=C)C1/C=C/c1ccccc1	-4	21	5	5	13	12	-19	-3
CCN(CC)C(CNS(=O)(=O)c1ccc(Cl)cc1)c1ccccc1 (stereo not given)	1	1	-5	-11	0	14	0	-9
O=C(COC(=O)C(c1ccccc1)c1ccccc1)NCc1ccco1	5	-4	16	10	1	1	7	17
CCS(=O)(=O)C1=NN2C(=N)/C(=C\c3ccc(OC(=O)c4ccco4)c(OC)c3)C(=O)N=C2S1	53*	-3	-25	13	-1	4	1	16
CCOCCc1nnc(NC(=O)c2cccs2)s1	-6	-4	2	1	4	-1	-6	3
O=C(CNC(=O)c1nc[nH]c1C(=O)N1CCN(c2ccccc2)CC1)OCc1ccccc1	-8	4	-12	-3	-2	-8	13	10
O=C(NC[C@@H]1CCCO1)c1cccc2c1C(=O)c1ccc(Cl)cc1S2(=O)=O	3	1	10	-4	15	7	13	13
CCOc1cccc(CNc2ccc(O)cc2)c1OCc1ccc(Cl)cc1Cl	3	23	4	17	8	10	12	9
C#CCOCCOCCOCCNc1nc(N2CCN(C(=O)[C@H](Cc3cc4ccccc4[nH]3)n3cc(C(N)CC(C)C)nn3)CC2)nc(N2CCN(C(=O)[C@H](CCC(=O)O)n3cc(C(N)[C@H](C)CC)nn3)CC2)n1 (stereo not given in full)	-4	1	-5	-2	-2	-11	-1	5
CC(C)(C)Cc1nnc(NS(C)(=O)=O)s1	-5	-4	0	-8	5	-3	-6	13
COc1ccc(C2=NN(C(=O)CSC3=NN4CCCC(=O)N=C4S3)C(c3cccc(OC)c3OC)C2)cc1 (stereo not given)	-1	12	-4	-4	-1	-30	10	6
CC1CC(C)CN(C(=O)COC(=O)c2ccc3ncsc3c2)C1 (stereo not given)	-13	5	-11	-7	-6	-2	-7	3
CCOC(=O)[C@H]1[C@H]2COc3ccc(C)cc3[C@@H]2N2C(=O)c3ccccc3NC(=O)[C@@]12C	-1	7	0	-7	-4	6	2	27
CCCc1c(C(=O)Nc2ccc(F)cc2)cnn1-c1ccccc1	-1	-6	10	-4	-1	-12	6	6
CN1C(=O)/C(=C/C=C2/CCCN2C)N(C)C1=S	-8	-6	-328	-14	4	-22	-12	-1
Cc1c(-c2ccccc2)nc(N)c(C#N)c1-c1cccnc1	2	-10	5	5	2	9	4	2
COc1ccc(N2C(=O)CSC23C(=O)N2c4c(cccc43)C(C)=CC2(C)C)cc1 (stereo not given)	-9	11	11	-10	-12	3	-8	5
CCCN(CCC)C(=O)c1cc2c(=O)n3cccc(C)c3nc2s1	0	7	9	3	10	-13	17	-3
CC(C)(C)OC(=O)C[C@H]1C/C=C\C[C@H](CC(=O)N[C@H](CO)Cc2ccccc2)C(=O)N2CCC[C@@H]2COC1=O	-4	8	-4	-1	1	-5	13	17
CSCC[C@H](NS(=O)(=O)c1ccc(C(C)=O)cc1)c1nnc2ccccn12	-1	-5	5	-2	2	-2	0	16
Fc1cc2[nH]cnc2cc1Cl	1	-3	5	-1	-2	-3	-6	2
CN1C(C(=O)c2ccccc2)=C(N)c2ccccc2S1(=O)=O	-13	8	-5	0	-1	-4	1	-10
Cc1ccc2nc3c(c(C(=O)OCC(=O)N(C)C4CCS(=O)(=O)C4)c2c1)CCCC3 (stereo not given)	0	6	7	-3	3	-18	3	-9
N/C(=N\OC(=O)CCCCCN1C(=O)c2ccccc2C1=O)c1ccccn1	7	-4	5	3	2	-2	1	4
ON=C1c2cc(OCCN3CCCCC3)ccc2-c2ccc(OCCN3CCCCC3)cc21	-3	8	40	4	-15	17	-5	-3

# Structures listed above printed as active in SENP7 inh:
Structure,SENP8 inh,UBC13 inh,HKDC1 inh,SENP7 inh,Jurkat NFkB inh,697 NFkB inh
Cc1ccc(C(=O)Nc2nc3ccccc3[nH]2)cc1,93*,7,-1,97*,-16,-117

# Further results follow:
Compound	SENP8 inh	Apaf-1 inh	UBC13 inh	HKDC1 inh	SENP7 inh	Gli-Sufu antag	Jurkat NFkB inh	697 NFkB inh
CN1CCN(c2ccccc2NC(=O)COc2ccccc2)CC1	6	-7	14	17	0	9	-14	-2
CC(=O)Nc1ccc(NC(=O)C/C(C)=N/NC(=O)COc2cc(C)c(Br)cc2Br)cc1	-8	24	-2	0	-9	-11	-8	4
CN1C(C(=O)NCc2ccc(OC(F)(F)F)cc2)CC2Cn3c(nc4cc(Cl)c(Cl)cc43)C21 (stereo not given)	-19	22	12	4	12	30	11	14
COc1cc(C)c(S(=O)(=O)n2ccc(C)n2)cc1C	5	-6	8	-6	2	-2	-6	-11
Cc1ccc(C(=O)Nc2cccnc2)cc1S(=O)(=O)N1CCOCC1	-2	-1	2	-2	-6	3	4	7
Cn1c(SCCOc2ccc(F)cc2)nnc1-c1ccncc1	-2	-25	21	-8	6	-11	-2	23
COCC(=O)N1CCC(Oc2ccc(C(=O)N3C[C@@H](C)O[C@@H](C)C3)cc2)CC1	3	-15	4	4	5	-7	7	18
Cc1ccc(NC(=O)CN(C)C(=O)CSc2nc3ccccc3c(=O)n2Cc2ccco2)cc1	-2	16	5	0	-5	8	13	20
COc1cc(NC(=O)c2[nH]c(C)c(C(C)=O)c2C)cc(OC)c1OC	9	1	5	-3	8	5	7	35
Cc1ccc(S(=O)(=O)N/N=C/c2cccc(OC3CSC3)c2)cc1	7	-1	-5	5	5	1	4	-4
Cc1ccc(S(=O)(=O)Nc2ccccn2)cc1[N+](=O)[O-]	4	-5	2	1	-3	-5	-9	-3
COc1ccc(C(=O)NCc2ccc3c(c2)OCO3)cc1	11	-10	-4	-7	1	1	1	7
O=C(Cc1cn2ccsc2n1)Nc1ccccn1	-2	-8	2	-10	1	-5	13	22
COc1cccc(NS(=O)(=O)c2ccc(-c3coc(C)n3)cc2)c1	-7	3	-1	-4	12	-7	-5	-22
O=C(COC(=O)CNC(=O)c1ccccc1Cl)Nc1ccccc1Cl	-3	-3	-1	-2	2	-22	-9	-2
COc1cc(C(=O)NNC(=O)c2cccc(Cl)c2)ccc1OCC(=O)N1CCOCC1	-17	10	3	0	-7	-7	-19	10
COCCC(=O)N1CCC(Oc2ccc(C(=O)N3CCC[C@H]3CO)cc2)CC1	3	3	0	6	5	17	5	9
O=C(CN1CCC(NC(=O)c2ccccc2Cl)CC1)NCc1ccccc1	-6	7	4	-9	3	-3	17	5
O=C(NCC1CCCO1)c1ccc(Br)o1 (stereo not given)	-13	-8	-2	-3	-3	-3	-2	16
O=C(CSc1nccn(-c2ccc(Br)cc2)c1=O)NC1CCCC1	5	5	4	-7	0	-14	14	-38
COc1ccc(NCC(=O)N/N=C/c2c(C)nn(Cc3ccccc3)c2Cl)cc1	1	26	-31	-5	-9	-1	-18	-17
CC(C)(C)c1ccc(C(=O)c2cn[nH]c2-c2ccccc2O)cc1	-5	25	10	1	7	-9	-56	-26
Cc1cccc(-n2c(C)nc3ccsc3c2=O)c1	-9	-3	-5	-5	-14	-2	-5	-5
COc1cc(/C=N\Nc2nc(-c3cccs3)c(NC(C)=O)s2)ccc1O	-5	-7	13	2	8	-8	8	15

# Molecules shown so far with a tert-butyl group:
Compound	SENP8 inh	Apaf-1 inh	UBC13 inh	HKDC1 inh	SENP7 inh	Gli-Sufu antag	Jurkat NFkB inh	697 NFkB inh
Cc1ccc(N(C(=O)c2csnn2)C(C(=O)NC(C)(C)C)c2cccs2)cc1 (stereo not given)	-9	-2	6	-1	4	1	-16	14
CC(C)(C)Cc1nnc(NS(C)(=O)=O)s1	-5	-4	0	-8	5	-3	-6	13
CC(C)(C)OC(=O)C[C@H]1C/C=C\C[C@H](CC(=O)N[C@H](CO)Cc2ccccc2)C(=O)N2CCC[C@@H]2COC1=O	-4	8	-4	-1	1	-5	13	17
CC(C)(C)c1ccc(C(=O)c2cn[nH]c2-c2ccccc2O)cc1	-5	25	10	1	7	-9	-56	-26

# (more compounds)
Compound	SENP8 inh	Apaf-1 inh	UBC13 inh	HKDC1 inh	SENP7 inh	Gli-Sufu antag	Jurkat NFkB inh	697 NFkB inh
COc1cc(C(=O)Nc2ccc(S(=O)(=O)Nc3cnc4ccccc4n3)cc2)cc(OC)c1OC	4	-1	-6	-6	-5	0	-4	-7
CC(C)Oc1ccc(CC(=O)NNC(=S)Nc2ccccc2)cc1	-3	-18	8	-8	8	7	10	-3
Cc1ccc(NC(=O)C(C)SCc2ccccc2)cc1 (stereo not given)	6	-6	6	-5	-3	-4	-11	15
NCC(O)(c1ccc(Cl)cc1)c1ccc(Cl)cc1	-12	-3	-2	-6	-3	14	-1	-37
O=C(NCC1CCCO1)c1nnc(Cc2ccc(F)cc2)o1 (stereo not given)	-9	3	-6	-5	11	6	-2	3
